# Tn7 DDE FP: inhibitors of Tn7 peptide binding to human fibrin DD(E); actives 0.13% (n = 370,000); FP displacement of FITC-Tn7 peptide from fibrin DD(E); 0% = median of compound wells per plate; inhibition, % at 8.3 µM; AID 720508; P02675;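 active = inhibition above the mean of compounds falling within the control limits plus 3 SD of them, cut at about 14% in these data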;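 note: 0% = plate median of compound wells and 100% = 10 µM Aha-Tn7 peptide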
#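 Assay system: human fibrin DD(E). Input: DD(E) 2 µM final. Medium: Tris buffer with calcium and detergent, pH 7.8. Compound dosing: single point at 8.3 µM. Timing: 10 min plus 3 h, room temperature. Technique: fluorescence polarization of the labelled Tn7 tracer. Read-out: percent inhibition. Replicates: singlicate testing.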
# HTRA1 inhibitor: HTRA1 (human) protease inhibition | Q92743 | recombinant HTRA1, FP-rhodamine activity-based probe, fluorescence polarization | inhibition, % at 5.96 µM | actives 0.5% (n = 340,000); in the data active = inhibition above about 36%;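 note: 0% = enzyme with DMSO and 100% = wells lacking enzyme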
# Target sequence (Q92743 whole entry, looked up): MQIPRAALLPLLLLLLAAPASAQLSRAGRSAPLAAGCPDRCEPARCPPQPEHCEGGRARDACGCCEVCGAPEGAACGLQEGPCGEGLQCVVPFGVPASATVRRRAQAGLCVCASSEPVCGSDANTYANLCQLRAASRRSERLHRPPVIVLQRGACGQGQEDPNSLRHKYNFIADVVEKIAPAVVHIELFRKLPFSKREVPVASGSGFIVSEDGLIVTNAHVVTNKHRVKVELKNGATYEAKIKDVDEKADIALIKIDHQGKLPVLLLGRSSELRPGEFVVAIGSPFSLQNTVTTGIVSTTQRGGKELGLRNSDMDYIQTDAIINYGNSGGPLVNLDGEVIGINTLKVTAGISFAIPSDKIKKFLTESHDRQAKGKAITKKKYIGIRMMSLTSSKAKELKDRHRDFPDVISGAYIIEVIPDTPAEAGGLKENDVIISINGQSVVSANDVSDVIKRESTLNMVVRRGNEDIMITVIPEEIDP
# TDP2 inh: TDP2 (human) inhibition, absorbance primary screen | AID 720702 | actives 0.34% (n = 370,000) | O95551 | inhibition, % at 12.8 µM | recombinant TDP2, T5PNP hydrolysis, p-nitrophenol absorbance 415 nm;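 active = inhibition above the mean of all tested compounds plus 3 SD, set per campaign, cut at about 25% in these data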;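 note: 0% = DMSO with enzyme and 100% = buffer with substrate but no TDP2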
#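 Assay system: recombinant human TDP2 / Reagent: T5PNP substrate at 5 mM, a TopII-DNA adduct mimic / Measured by: epi absorbance from released p-nitrophenol / Evaluation: % inhibition relative to enzyme-containing and enzyme-free wells / Control set: enzyme-free and DMSO wells / Replicates: each compound tested once, singlicate / Schedule: enzyme reaction with compound for 2 h at 37 °C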
# LEDGF integ inh: blocks HIV-1 LEDGF/p75-dependent DNA integration; TR-FRET IN-LEDGF/p75 DNA integration, Eu/Cy5; inhibition, % at 3.7 µM; actives 0.64% (n = 370,000);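 active = inhibition above the screen-wide mean plus 3 SD, cut at about 13% in these data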;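 note: signal is the Cy5 over europium emission ratio at 671 and 618 nm; 0% = plate median of compound wells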
# ABHD4 inh: ABHD4 (mouse) inhibition, primary FP screen | inhibition, % at 8.92 µM | purified mABHD4, FP-Rh probe fluorescence polarization | actives 0.54% (n = 370,000) | Q8VD66;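 active = inhibition exceeding the mean over every tested compound plus 3 SD, cut at about 30% in these data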;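 note: 0% = plate median of compound wells and 100% = S159A mutant with DMSO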
#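 Assay system: mABHD4 protein; medium: HEPES pH 7.0, NaCl, Pluronic buffer; dosing: 8.92 µM, single dose; schedule: 45 min + 60 min at 25 °C; signal: FP readout, ex 525 nm / em 598 nm; read-out: normalized percent inhibition of probe labeling; repeats: single replicate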
# SIAE inh: inhibitors of human sialic acid acetylesterase SIAE; Q9HAT2; SIAE FP-Rh probe binding, fluorescence polarization; actives 0.69% (n = 370,000); inhibition, % at 9.66 µM; AID 1053197;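 active = inhibition above a cutoff: mean of compounds within the control limits plus 3 SD of those, cut at about 17% in these data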;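 note: 0% = plate median of compound wells and 100% = probe without SIAE protein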
# TCR CD3 inh: blocks the human TCR-CD3 interaction. TAMRA-labeled TCR probe fluorescence, biochemical. inhibition, % at 9.4 µM. actives 0.37% (n = 360,000); in the data active = inhibition above about 19%;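 note: recombinant mutant TCR 2C K166C tagged with TAMRA read by polarization; 0% = receptor in buffer alone and 100% = receptor with positive control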
# UHRF1 binding: UHRF1 methyl-DNA binding inhibition | Q96T88 | UHRF1 binding to methylated oligo, TR-FRET | inhibition, % at 4.4 µM | actives 0.75% (n = 370,000) | AID 687016; in the data active = inhibition above about 21%;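 note: UHRF1 SRA domain binding a hemimethylated CpG hairpin DNA probe; 0% = median of test compound wells and 100% = reference inhibitor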
# PRMT1 inh: PRMT1 (human) inhibition, primary screen. recombinant PRMT1, activity-based probe fluorescence polarization. actives 1.3% (n = 370,000). inhibition, % at 2.79 µM. Q99873;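 active = inhibition above about 21% made by adding two undisclosed values, limit read from the data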
# Target sequence (Q99873 whole entry, looked up): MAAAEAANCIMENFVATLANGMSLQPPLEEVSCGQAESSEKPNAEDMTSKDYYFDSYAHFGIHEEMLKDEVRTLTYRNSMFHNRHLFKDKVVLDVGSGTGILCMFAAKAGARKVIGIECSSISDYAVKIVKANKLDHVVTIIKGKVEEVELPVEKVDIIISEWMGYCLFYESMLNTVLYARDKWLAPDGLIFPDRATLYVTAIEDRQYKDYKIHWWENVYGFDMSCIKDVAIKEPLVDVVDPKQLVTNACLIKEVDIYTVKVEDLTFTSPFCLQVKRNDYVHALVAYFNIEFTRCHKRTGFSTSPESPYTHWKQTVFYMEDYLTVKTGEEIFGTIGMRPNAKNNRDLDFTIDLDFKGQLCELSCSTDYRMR
# PG9 Ab binder: PG9 antibody binding by small molecule. inhibition, % at 6.7 µM. AID 624416. actives 0.43% (n = 360,000). TR-FRET gp120-PG9 antibody binding; in the data active = inhibition above about 8.5%
# Numbers without * were called inactive; . = not tested or not shown.
SMILES,Tn7 DDE FP,HTRA1 inhibitor,TDP2 inh,LEDGF integ inh,ABHD4 inh,SIAE inh,TCR CD3 inh,UHRF1 binding,PRMT1 inh,PG9 Ab binder
O=[N+]([O-])C(/C=C(\Cl)[N+](=O)[O-])=C1N(Cc2ccc(Cl)nc2)CCN1Cc1ccc(Cl)nc1,0,11,-10,1,1,1,-1,1,-13,-0.3
O=C(CO/N=C\c1ccccc1)Nc1ccccc1C(=O)N1CCOCC1,-4,2,-4,2,0,1,7,-3,0,-3.5
O=C(c1cc(=O)c2ccccc2o1)N1CCN(c2ccccc2)CC1,-7,7,-1,4,-2,4,-3,2,-4,-0.6
CCOC(=O)C1CCN(C(=O)c2cc3c(=O)n4ccccc4nc3n2C)CC1,-4,9,-9,-2,-11,-5,1,5,3,-0.2
Cc1cc(C(=O)N2CCCc3ccccc32)ccc1[N+](=O)[O-],-1,-1,1,1,0,7,3,0,1,-1.2
Clc1ccc([C@H]2OC[C@@]3(CNCC4CC4)CS[C@H](c4ccc(Cl)cc4)N23)cc1,-4,.,3,1,-5,1,.,-1,3,.
COc1ccc(/C=N/NC(=O)c2cc(C)oc2C)cc1OCc1ccccc1,6,-28,9,0,-8,-10,6,-2,1,-1.3
COc1ccc(-n2c(SCC(=O)N/N=C(\C)c3cccnc3)nc3ccccc3c2=O)cc1,1,.,-7,-3,0,1,-2,0,2,0.2
O=C(Nc1cccc(Cl)c1Cl)C1CCN(c2ncccn2)CC1,-6,-3,-1,-4,-2,-10,13,15,-1,9.2*
Cc1ccc(N(CC(=O)NCc2ccc3c(c2)OCO3)S(=O)(=O)c2c(C)noc2C)cc1,7,-11,10,-2,-1,0,6,-1,0,1.5

# Some of the entries so far, as labelled records:
O=C(CO/N=C\c1ccccc1)Nc1ccccc1C(=O)N1CCOCC1
  Tn7 DDE FP: -4
  HTRA1 inhibitor: 2
  TDP2 inh: -4
  LEDGF integ inh: 2
  ABHD4 inh: 0
  SIAE inh: 1
  TCR CD3 inh: 7
  UHRF1 binding: -3
  PRMT1 inh: 0
  PG9 Ab binder: -3.5

CCOC(=O)C1CCN(C(=O)c2cc3c(=O)n4ccccc4nc3n2C)CC1
  Tn7 DDE FP: -4
  HTRA1 inhibitor: 9
  TDP2 inh: -9
  LEDGF integ inh: -2
  ABHD4 inh: -11
  SIAE inh: -5
  TCR CD3 inh: 1
  UHRF1 binding: 5
  PRMT1 inh: 3
  PG9 Ab binder: -0.2

# More records.
SMILES,Tn7 DDE FP,HTRA1 inhibitor,TDP2 inh,LEDGF integ inh,ABHD4 inh,SIAE inh,TCR CD3 inh,UHRF1 binding,PRMT1 inh,PG9 Ab binder
COc1ccc(C(=O)C2CCCN(Cc3nc4ccccc4nc3C)C2)cc1OC (centres undefined),-11,-7,-15,2,-2,1,5,0,-3,-3.7
Cc1cccc(C(=O)NC2CCN(C(=O)N3CCOCC3)CC2)c1,-2,2,-5,3,-5,-7,5,4,-5,-1.5
COc1ccccc1Nc1nc(-c2sc(NC(=O)c3ccco3)nc2C)cs1,1,-27,1,0,6,-2,-3,-1,0,-2.0
O=C(CCCc1ccccc1)Nc1ccnn1C1CCN(Cc2ccc(CO)o2)CC1,2,-2,4,4,-4,-1,6,0,-2,-1.0
Cc1ccccc1/C=C/c1nc2ccccc2c(=O)n1Cc1ccccc1,0,-4,-2,4,-4,6,10,1,0,-0.3
CCCOc1ccc(/C=C2\SC(N)=NC2=O)cc1OC,-2,1,-7,-3,-1,-17,-4,0,1,-4.0
CC(=O)N(c1ccccc1)C(C)c1nc(C#N)c(C#N)nc1C (centres undefined),-1,5,6,1,1,-6,2,-3,-1,0.9
CCn1c(C)nnc1SCC(=O)Nc1ccc(OC)cc1,3,7,5,-3,9,7,1,-1,3,-1.4
CC(=O)c1c(C(C)=O)c(C)n(NC(=O)c2cccnc2)c1C,-5,4,-7,7,-5,-9,5,-1,-3,-1.8
COc1cccc(CN(C)CC(=O)Nc2cccc(S(N)(=O)=O)c2)c1OC,7,1,-5,-3,1,0,-3,0,-2,3.5
CC1Cc2ccccc2N1C(=O)COc1ccc2c(c1)OCO2 (centres undefined),-1,-1,-6,-8,-1,-1,-8,6,5,-2.6
CC(C)N1C2OC(C3OC4C(O3)N(C(C)C)S(=O)(=O)N4C(C)C)OC2N(C(C)C)S1(=O)=O (centres undefined),-2,-4,1,-1,3,7,1,1,1,-2.5
CC(=O)N1CCC(C(=O)N2CCN(S(=O)(=O)c3ccc(Cl)s3)CC2)CC1,-10,1,4,4,1,-8,12,1,1,-1.4
Cc1cccc(C(=O)NNC(=O)/C=C/C(=O)O)c1,0,-2,-28,-5,-6,-6,-11,4,10,-1.9
O=C(NNC(=O)c1ccc([N+](=O)[O-])cc1)c1ccc(Br)cc1,-11,2,-19,9,-4,-7,-6,-1,-7,1.3
Cc1ccc(C)c(S(=O)(=O)N2CCN(C(=O)CCc3c[nH]c4ccccc34)CC2)c1,1,5,3,-1,-5,2,2,-2,-2,0.5
COc1cccc(NC(=O)CN2C(=O)CSc3ccc(S(=O)(=O)N4CCC(C)CC4)cc32)c1,0,-21,-12,0,-16,-7,6,1,1,-1.7
CCN(CC)c1ccc2cc(C(=O)NNC(=O)c3ccc(S(=O)(=O)N4CCCCC4)cc3)c(=O)oc2c1,5,4,2,0,4,-1,2,2,-4,-1.5
CCCCNC(=O)C1CCN(S(=O)(=O)c2c(C)noc2/C=C\c2ccc(OC)cc2)CC1,6,-11,-6,-2,8,-2,4,0,2,-0.4
CCOc1ccc(OCC)c(N=c2oc3c(C)ncc(CO)c3cc2C(N)=O)c1,2,6,2,1,6,7,3,-1,-1,-3.7

# Complete entries, quoted from the list. Order of screens: Tn7 DDE FP | HTRA1 inhibitor | TDP2 inh | LEDGF integ inh | ABHD4 inh | SIAE inh | TCR CD3 inh | UHRF1 binding | PRMT1 inh | PG9 Ab binder
# Record of CC(C)N1C2OC(C3OC4C(O3)N(C(C)C)S(=O)(=O)N4C(C)C)OC2N(C(C)C)S1(=O)=O (centres undefined) → -2 | -4 | 1 | -1 | 3 | 7 | 1 | 1 | 1 | -2.5
# Record of O=C(NNC(=O)c1ccc([N+](=O)[O-])cc1)c1ccc(Br)cc1 → -11 | 2 | -19 | 9 | -4 | -7 | -6 | -1 | -7 | 1.3
# Record of CCN(CC)c1ccc2cc(C(=O)NNC(=O)c3ccc(S(=O)(=O)N4CCCCC4)cc3)c(=O)oc2c1 → 5 | 4 | 2 | 0 | 4 | -1 | 2 | 2 | -4 | -1.5

# Later entries
SMILES,Tn7 DDE FP,HTRA1 inhibitor,TDP2 inh,LEDGF integ inh,ABHD4 inh,SIAE inh,TCR CD3 inh,UHRF1 binding,PRMT1 inh,PG9 Ab binder
Cc1ccc(C)c(S(=O)(=O)N2CCCCC2CCNC(=O)C(=O)NCCc2ccco2)c1 (centres undefined),7,-12,-2,-3,9,0,-4,3,3,1.6
COC(=O)C1=C(C)N(CCCC(=O)O)C(=O)NC1c1ccc(Br)cc1 (centres undefined),-5,1,7,3,5,-5,1,-3,0,0.2
O=C(O)c1ccc(N/N=C/C2=C(N3CCOCC3)C(=C\c3ccccc3)/CC2)cc1,2,10,21,54*,27,17,-6,51*,33*,-2.5
Cc1nc2sc(C)c(C)c2c(=O)[nH]1,2,-3,-4,-2,4,5,-5,3,4,0.8
Nc1nc(NCCO)nc(NC2CCCCC2)c1[N+](=O)[O-],-7,-7,5,1,-1,5,3,-2,-5,-2.8
COc1ccc(S(=O)(=O)N2CCN(C(c3ccccc3)c3ccccc3)CC2)cc1NC(C)=O,5,0,11,-2,-1,7,2,-2,1,0.0
O=C(COC(=O)c1ccccc1OCc1ccccc1Cl)NC1CCS(=O)(=O)C1 (centres undefined),1,-7,6,4,1,1,3,7,2,0.1
COc1ccc(NC(C)C(=O)N/N=C/c2cc(Br)ccc2OC)cc1 (centres undefined),2,-4,0,-7,8,1,-4,0,3,-0.6
CCCc1noc2c1/C(=N\O)CCC2,2,-4,-9,-4,-4,-4,2,-1,0,0.6
CN(C)c1nc(=NCc2cccs2)ss1,-3,13,2,-1,0,1,-3,-14,11,0.6
CCC(C)(C)C1CCc2nc3ccccc3c(C(=O)OC(C)C(=O)Nc3c(C)n(C)n(-c4ccccc4)c3=O)c2C1 (centres undefined),4,-5,1,0,3,-6,-6,0,-1,0.1
CCOC(=O)c1c(C)n(C)c2ccc(O)c(CN3CCN(C)CC3)c12,1,2,-10,1,9,-3,-4,-1,2,0.6
COc1ccccc1C(C#N)N1N=C(C)CC1(C)C (centres undefined),-3,5,4,-3,3,-3,5,-2,-1,-2.1
COc1ccc(/C=C/C(=O)O/N=C(\N)c2cccnc2)cc1OC,3,4,-4,-2,-1,-3,14,-3,-2,-1.8
C[C@H]1CN=C(N(C)C)N1CCc1ccc(F)cc1,-1,0,4,0,5,2,4,0,-2,-1.1
CN(C)/C=C/c1c(C#N)c(=O)ncn1Cc1ccccc1,1,2,2,8,-5,6,-4,-2,-3,-1.2
CCC(=O)N1CCc2cc(Br)cc(S(=O)(=O)NCCN3CCCCC3CC)c21 (centres undefined),-9,-3,6,0,9,-8,-2,1,0,-1.2
CC(=O)/C=C/n1c(=S)oc2ccccc21,-4,.,-7,1,4,6,-2,2,23*,-0.9
COC(=O)C1=C(C)Nc2c(c(=O)n(C)c(=O)n2C)C1c1cccs1 (centres undefined),4,8,-3,0,-6,12,-7,3,-2,-0.3
O=C(CSc1nnc(-c2ccccc2O)o1)N1CCOCC1,2,5,10,4,5,5,0,1,2,0.1
CC1SCC(NC(=O)c2cccc(Cl)c2)CS1 (centres undefined),9,-1,2,4,-10,-5,-3,1,6,1.9
O=C(NN1C(=O)C2C(C1=O)C1C=CC2C12CC2)c1ccccc1 (centres undefined),-9,8,0,0,5,1,4,-1,0,-3.6
Cc1ccc(SCCC(=O)OCn2nnc3ccccc3c2=O)cc1,-10,2,-7,3,-3,-2,-2,1,2,-0.6

# A draw from above in order of count of non-hydrogen atoms, ascending:
SMILES,Tn7 DDE FP,HTRA1 inhibitor,TDP2 inh,LEDGF integ inh,ABHD4 inh,SIAE inh,TCR CD3 inh,UHRF1 binding,PRMT1 inh,PG9 Ab binder
CCn1c(C)nnc1SCC(=O)Nc1ccc(OC)cc1,3,7,5,-3,9,7,1,-1,3,-1.4
CC(=O)N(c1ccccc1)C(C)c1nc(C#N)c(C#N)nc1C (centres undefined),-1,5,6,1,1,-6,2,-3,-1,0.9
CCN(CC)c1ccc2cc(C(=O)NNC(=O)c3ccc(S(=O)(=O)N4CCCCC4)cc3)c(=O)oc2c1,5,4,2,0,4,-1,2,2,-4,-1.5

# Compound activity from PubChem BioAssay.
